Compound activity from PubChem BioAssay.
NCOA2 inhibitor: human SRC2 (NCOA2) inhibition; Q15596; HEK293 GAL4-SRC2 luciferase reporter, luminescence; inhibition, % at 9 µM; hit rate 0.17% among 370,000;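 active means inhibition above the mean inhibition of all tested compounds plus 3 SD, set per campaign, cut at about 52% in these data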;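 further: 0% = DMSO treated cells and 100% = cells given Gossypol at 36 µM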
NOD2 RIPK2 PPI: blocks binding of human NOD2 to RIPK2. hit rate 0.38% among 360,000. inhibition, % at 4.98 µM. CHO BLA complementation NOD2-RIPK2, CCF4 ratio. O43353. AID 624267; in the data active means inhibition above about 21%;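 further: 0% = vehicle only and 100% = reference blocker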
MC4R antag cAMP: blocks human MC4R cAMP signaling; hit rate 0.48% among 360,000; inhibition, % at 6.5 µM; MC4R-expressing cells, MTII-stimulated cAMP, LANCE TR-FRET; AID 540295; P32245;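 active means inhibition above its plate's cutoff, the mean of tested wells on that plate plus 3 SD, cut at about 29% in these data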;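 further: 0% = Melanotan II alone and 100% = Melanotan II plus saturating MCL0020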
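Material: U2OS-MC4R stable cell line | Reagent: Melanotan II challenge after compound preincubation | Doses: One concentration, 6.5 µM nominal | Incubation: 30-min compound preincubation, 1-h Melanotan II challenge, 1-h detection, room temperature | Signal: TR-FRET cAMP assay | Replicates: One well per compound, no replicates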
NCOA1 inh: human NCOA1 inhibition | Q15788 | HEK293 GAL4-SRC1 luciferase reporter, luminescence | inhibition, % at 3.6 µM | hit rate 0.12% among 360,000 | AID 588354;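 active means inhibition above the campaign mean plus 3 SD, with each screening campaign given its own cutoff, cut at about 60% in these data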;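 further: 0% = DMSO treated cells and 100% = gossypol at 36 µM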
LRH-1 inv ag: NR5A2 inverse agonism in reporter assay; O00482; HEK293T StAR-luciferase reporter, LRH-1 transfected, 24 h; inhibition, % at 3.6 µM; hit rate 0.13% among 360,000; AID 602396;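 active means inhibition above the mean inhibition of all tested compounds plus 3 SD, cut at about 73% in these data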;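 further: 0% = DMSO wells and 100% = reporter-only cells lacking LRH-1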
ABHD5-PLIN5 inh: inhibitors of human ABHD5-perilipin-5 interaction; AID 602281; hit rate 0.78% among 360,000; Q00G26+Q8WTS1; inhibition, % at 4 µM; Split G. princeps luciferase complementation, luminescence, 4 h;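 active means inhibition above the mean inhibition across every tested compound plus 3 SD, cut at about 22% in these data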;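 further: 0% = DMSO only wells and the 100% control is not disclosed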
NCOA3 inh: inhibitors of human steroid receptor coactivator 3 (SRC3); Q9Y6Q9; HEK293 GAL4-SRC3 luciferase reporter, luminescence; inhibition, % at 3.6 µM; hit rate 0.17% among 360,000;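 active means inhibition above a per-campaign cutoff, the mean of all compounds plus 3 SD, cut at about 60% in these data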;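 further: 0% = DMSO-treated cells and 100% = gossypol-treated cells at 36 µM; higher means less SRC3-driven luciferase light from the GAL4 reporter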
Target sequence (Q9Y6Q9 whole entry, looked up, the tested form may be a part): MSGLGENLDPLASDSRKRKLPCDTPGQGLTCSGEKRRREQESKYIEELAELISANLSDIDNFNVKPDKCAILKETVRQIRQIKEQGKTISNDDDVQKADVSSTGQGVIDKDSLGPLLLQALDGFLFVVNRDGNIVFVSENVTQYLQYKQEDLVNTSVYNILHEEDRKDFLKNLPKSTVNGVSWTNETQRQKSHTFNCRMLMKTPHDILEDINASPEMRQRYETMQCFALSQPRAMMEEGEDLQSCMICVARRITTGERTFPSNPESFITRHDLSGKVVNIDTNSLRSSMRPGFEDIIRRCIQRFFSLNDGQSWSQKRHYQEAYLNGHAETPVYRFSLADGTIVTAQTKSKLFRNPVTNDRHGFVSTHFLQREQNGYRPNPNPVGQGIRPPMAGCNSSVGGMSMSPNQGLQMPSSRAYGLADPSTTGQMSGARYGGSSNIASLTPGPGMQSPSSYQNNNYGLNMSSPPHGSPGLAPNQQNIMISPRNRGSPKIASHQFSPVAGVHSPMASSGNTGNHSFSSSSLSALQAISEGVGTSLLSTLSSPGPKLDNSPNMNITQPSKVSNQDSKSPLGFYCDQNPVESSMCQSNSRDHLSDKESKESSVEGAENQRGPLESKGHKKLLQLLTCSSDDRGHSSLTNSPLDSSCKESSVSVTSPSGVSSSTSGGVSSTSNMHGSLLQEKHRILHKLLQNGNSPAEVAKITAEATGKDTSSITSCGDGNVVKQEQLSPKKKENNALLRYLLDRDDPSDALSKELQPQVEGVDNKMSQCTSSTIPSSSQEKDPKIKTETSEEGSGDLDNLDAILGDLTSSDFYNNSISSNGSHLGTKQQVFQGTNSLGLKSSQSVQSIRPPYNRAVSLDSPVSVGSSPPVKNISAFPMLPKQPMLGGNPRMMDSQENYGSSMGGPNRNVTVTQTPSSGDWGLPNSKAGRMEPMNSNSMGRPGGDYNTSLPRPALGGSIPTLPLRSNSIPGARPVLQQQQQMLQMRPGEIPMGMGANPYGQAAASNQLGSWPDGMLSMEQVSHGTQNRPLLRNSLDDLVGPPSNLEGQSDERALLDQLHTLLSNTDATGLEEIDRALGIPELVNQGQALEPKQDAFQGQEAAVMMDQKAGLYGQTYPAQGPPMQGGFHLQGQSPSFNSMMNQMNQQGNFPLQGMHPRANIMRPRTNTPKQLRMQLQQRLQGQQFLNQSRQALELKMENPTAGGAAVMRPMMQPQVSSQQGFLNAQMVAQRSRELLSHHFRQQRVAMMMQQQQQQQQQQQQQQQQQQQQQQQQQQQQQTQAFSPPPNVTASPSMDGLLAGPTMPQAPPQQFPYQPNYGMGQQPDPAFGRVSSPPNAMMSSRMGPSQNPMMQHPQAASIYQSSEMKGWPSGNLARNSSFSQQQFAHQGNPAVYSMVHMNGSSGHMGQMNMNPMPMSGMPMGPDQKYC
TLR9-MyD88 block: TLR9-MyD88 interaction inhibition. Q9NR96+Q99836. CHO BLA complementation TLR9-MyD88, CCF4 FRET ratio. inhibition, % at 4.98 µM. hit rate 0.21% among 340,000;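 active means inhibition above the mean over all tested compounds plus 3 SD, cut at about 21% in these data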;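 further: 0% = DMSO only wells and 100% = clavulanate BLA inhibitor control wells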
MC4R ag barr: agonists of human melanocortin 4 receptor (MC4R) beta-arrestin; U2OS MC4R beta-arrestin complementation, luminescence; percent of melanotan II response, DMSO zero; activation, % at 8.9 µM; hit rate 0.98% among 360,000; P32245;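 active means activation above a per-plate cutoff, the mean activation of sample wells on that plate plus 3 SD, cut at about 8% in these data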
NR2F2 inh: inhibitors of human COUP-TFII (NR2F2); P24468; HEK293T NGFI-A luciferase reporter, luminescence; inhibition, % at 8.6 µM; hit rate 0.7% among 370,000;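 active means inhibition above a per-plate cutoff, mean inhibition of test wells between control levels plus 3 SD, cut at about 38% in these data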;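 further: cells cotransfected with COUP-TFII expression vector driving the NGFI-A reporter; 0% = median of COUP-TF2 test wells and 100% = reporter-only cells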
LMP1 NFkB inh: reduces LMP1-driven NF-kappaB luciferase signal; inhibition, % at 12.5 µM; AID 504558; LMP1-induced NF-kappaB luciferase reporter cells, luminescence; hit rate 0.69% among 350,000; in the data active means inhibition above about 41%;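 further: 0% = neutral control wells and 100% = reference inhibitor control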
* marks the source's active call; other numbers are inactive results; / = no result given.

SMILES	NCOA2 inhibitor	NOD2 RIPK2 PPI	MC4R antag cAMP	NCOA1 inh	LRH-1 inv ag	ABHD5-PLIN5 inh	NCOA3 inh	TLR9-MyD88 block	MC4R ag barr	NR2F2 inh	LMP1 NFkB inh
O=c1c2cnn(-c3ccccc3)c2ncn1Cc1ccccn1	-10	-10	0	-34	-13	-9	-6	-8	2.2	-6	-1
O=C(c1ccc(Br)o1)N1CCN(CCc2ccncc2)CC1	-6	-3	2	-1	5	-6	-12	-1	-1.2	19	-8
CN1CCN(c2ccc3c(c2)C2CC3CCN2C(=O)OCc2ccccc2)CC1 (stereo not given)	-16	8	0	-14	-15	11	-22	1	-0.3	-11	-16
CCn1nc(C)c(CN2CCCC(C(=O)c3cccc(OC(C)C)c3)C2)c1C (stereo not given)	10	-10	-2	6	21	-8	8	-2	-3.7	32	13
CC(C)N1C(=O)C(=O)N(CC(=O)N2CCc3ccccc32)C1=O	-31	5	3	-2	5	1	11	-2	-1.3	-20	-2
COc1ccc(/C=N/NC(=O)CCn2nc(C)cc2C)cc1	-71	-4	-1	-1	-1	-3	23	-1	-1.8	-3	8
O=C(NCC1CCCO1)c1ccccc1-c1nc(-c2ccccc2F)no1 (stereo not given)	1	1	20	8	-14	-5	-11	-7	-0.3	-11	-8
CNc1nc(NCC2CCCCC2)c2sccc2n1	22	0	7	8	22	1	16	/	1.8	34	/
CCOC(=O)Cn1c(=O)cc(C)c2ccccc21	1	-13	16	-4	-3	2	13	-4	1.4	5	-5
CC(=O)Nc1ccc(C(=O)OCC(=O)Nc2c(C)n(C)n(-c3ccccc3)c2=O)cc1	12	-12	2	6	1	4	-6	-8	-1.7	-20	1
Cc1ccc(S(=O)(=O)/N=C(/Nc2ccccn2)c2ccc(Cl)cc2)cc1	-51	-1	-3	-50	-70	-1	-24	-9	-0.4	-12	9
CC(=O)c1cccc(NC(=O)c2ccc(-c3ccccc3[N+](=O)[O-])o2)c1	-69	2	7	-90	-33	6	-74	2	-0.3	-44	-39
Cc1ccc(NC(=O)CSc2nnc(N)s2)cc1S(=O)(=O)N1CCOCC1	6	-15	1	-8	-3	-5	-4	-7	-1.7	-10	2
CCC(C)NC(=O)c1cnn2c1NC(c1cccs1)CC2C(F)(F)F (stereo not given)	-25	2	12	-6	-2	-2	12	-11	-2.4	4	5
CCN(CC(=O)Nc1ccc(OC)cc1)CC(=O)Nc1cccc(C#N)c1	-28	6	21	-33	-1	-9	-14	4	1.6	-22	5
NC(=O)NCc1ccccc1Cl	-13	16	5	-3	-2	6	21	-2	-1.2	-2	-4
CC1CCN(CCCNC(=O)c2ccc3c(=O)n(CCc4ccccc4)c(=O)[nH]c3c2)CC1	-61	7	2	1	-17	-3	-10	3	-0.4	-18	-19
Cc1ccc(S(=O)(=O)CC(=O)NC(C)c2ccccc2)cc1 (stereo not given)	-26	3	-3	-4	-7	8	12	6	0.0	0	-4
CCOc1cc(/C=C2/SC(=S)N(Cc3ccccc3)C2=O)ccc1O	-80	10	-13	-5	4	0	6	3	-4.5	-52	19
C=CCSc1ncccc1C(=O)NCc1ccc(C)cc1	17	2	6	1	-6	4	0	1	-0.1	1	3
COc1cc(C(=O)Nc2ncccc2C)ccc1OCC(=O)N1CCOCC1	-21	-9	-1	-7	-5	4	5	-1	-1.6	14	-17
COc1ccc(-c2c(C)nn3c(NC4CCCC4)cc(C)nc23)cc1OC	-8	-11	4	5	54	3	19	-6	-1.7	1	4
CCCCNC(=O)CSc1nnc(Cc2ccccc2)n1CC	6	3	4	-5	-2	-2	2	12	-1.7	15	7
Cc1ccc(N=C(NO)c2nonc2N)cc1	-12	3	-1	-31	-40	-6	-5	3	-0.3	7	-26
CCN(CC)c1ccc(/C=N/N2CCN(Cc3ccc(C)cc3)CC2)c(O)c1	/	0	7	-29	2	-7	22	7	0.8	/	-11
COc1ccc(C(=O)OCC(=O)Nc2cccc(S(=O)(=O)NC3=NCCCCC3)c2)cc1[N+](=O)[O-]	-10	-11	8	-8	2	-1	8	-12	0.5	-10	6
Cc1ccc(S(=O)(=O)c2cc3c(=O)n4ccccc4nc3n(CCc3ccccc3)c2=N)cc1	15	-6	1	2	3	-8	-12	4	-2.1	-7	-39
COc1ccc(CCNC(=O)C23CCC(C)(C(=O)C2=O)C3(C)C)cc1OC (stereo not given)	-24	1	1	-28	17	0	8	-4	-0.6	-4	-2
O=C(Cc1ccccc1)Nc1ccc(S(=O)(=O)N2CCOCC2)cc1	-13	-4	15	-1	-13	-18	-13	-11	1.1	1	-4
O=C(COC(=O)c1ccccc1O)Nc1cccc2ccccc12	-3	-11	-2	-5	11	5	-8	4	12*	-1	-4
COc1ccc(C(=O)Nc2ccc3c(c2)nc(CN2CCN(C(C)=O)CC2)n3C)cc1	-11	-3	9	-24	-5	-1	6	-6	-1.0	7	-11
COc1ccc(C(=O)Nc2ccccc2)cc1S(=O)(=O)Nc1cc(C)on1	-54	-4	20	10	2	-3	-1	-12	-1.2	12	5
COc1ccccc1NC(=S)NCc1ccc(F)cc1	-13	1	-3	-13	15	1	-7	2	0.0	-6	8
CCN(CC)S(=O)(=O)c1ccc(C(=O)NNC(=O)c2cccs2)cc1	0	-12	14	-3	-35	1	3	-8	-3.7	-17	-11
COc1cccc(-n2c(SCC(N)=O)nc3c([nH]c4ccccc43)c2=O)c1	2	1	-1	-11	21	-4	9	1	-1.9	-17	-41
O=C(O)[C@@H](O)[C@H](O)C(=O)O	-18	-4	20	-20	1	-2	7	-9	2.0	13	1
CN(CC(=O)Nc1ccccc1Cl)C(=O)C1CCN(S(=O)(=O)c2ccc3c(c2)OCCO3)CC1	-9	-16	7	-34	-9	5	0	-3	-1.2	7	0
Brc1ccc(-c2nnc(Cc3ccccc3)o2)cc1	-86	7	6	-145	-117	-7	-62	/	4.1	-25	/
COc1ccc(/C=C/C(=O)c2c(O)ccc3c(C)cc(=O)oc23)cc1	-5	0	8	-13	-1	47*	10	3	-0.9	8	3
Oc1ccc(NC(=S)Nc2ccc(F)cc2)cc1	3	-8	6	11	-11	-17	-7	-17	-0.3	-21	5
O=C(Cc1ccsc1)N1CCN(S(=O)(=O)c2cccc(F)c2)CC1	-3	1	-2	-13	-7	-4	-1	-6	-3.1	0	0
O=S(=O)(Cc1ccc(Cl)cc1)Nc1ccc2c(c1)OCO2	-33	-1	5	8	2	-3	5	9	1.9	0	-2
COc1ccc(NC(=O)Cn2nnc(C(=O)NCc3ccc(C)cc3)c2N)cc1OC	6	-4	2	-55	17	4	8	-7	-1.8	15	0
O=C(Cn1c(=O)c2ccccc2n(CC(=O)N2CCCCC2)c1=O)N1CCCCC1	-37	-1	6	3	5	4	8	3	-1.3	-5	0
Cc1nn2c(c1-c1ccccc1)N=C(c1ccco1)CC2c1ccccc1 (stereo not given)	-69	2	-2	-13	-3	5	-11	-1	-0.5	5	0
Cc1cc2ncn(S(=O)(=O)N(C)C)c2cc1C	-13	-1	-2	-2	15	-1	2	-7	-2.0	-10	3
CC(C)CNS(=O)(=O)c1ccc(CCC(=O)N2CCN(c3ccc(F)cc3)CC2)cc1	8	7	10	9	9	-1	20	-14	-0.9	-6	2
CCCN1C(=O)/C(=C/c2c(NCCCOC(C)C)nc3c(C)cccn3c2=O)SC1=S	/	4	3	16	7	10	27	0	-0.1	/	3
Cc1ccc(NC2=C(Cl)C(=O)OC2OC(=O)c2ccco2)c(C)c1 (stereo not given)	14	-10	0	9	1	7	13	-3	-1.7	11	-16
COCC(=O)N/N=C(\C)CC(=O)NCc1ccco1	-28	-10	11	-21	-9	-3	-1	-8	0.7	14	0
COc1ccc(-n2c(=O)c3c4c(sc3n(CC(N)=O)c2=O)CCCCC4)cc1	-17	-3	22	18	-11	2	27	3	4.0	-2	4
CCc1ccc2nc(NC(=O)C3CCN(c4ncnc5sc(C)c(C)c45)CC3)sc2c1	-24	7	2	-47	-49	-1	-11	4	3.6	-21	4
CC(=O)CCC(=O)N1CCCC(CNC(=O)c2ccc(-c3ccccc3)cc2)C1 (stereo not given)	-11	0	10	-34	-35	-1	-10	9	0.9	-17	0
CN(C[C@H](Cc1ccccc1)N(C[C@H](Cc1ccccc1)N(CCC(C)(C)C)N=O)N=O)N=O	-8	3	2	-2	18	7	6	1	2.7	1	11
O=S(=O)(c1cccc(Cl)c1)N1CCSc2ccccc21	8	2	15	-21	-33	0	-8	-4	-1.6	-6	-9
CCN(CC)S(=O)(=O)c1ccc(C(=O)NCC(=O)NCc2ccc3c(c2)OCO3)cc1	-4	0	9	-8	7	-1	-18	-13	0.4	3	7
CN(C)CCCN1C(=O)c2cccc3c(Br)ccc(c23)C1=O	13	0	-1	-17	-23	-2	9	1	-2.2	2	-21
CCc1ccc(S(=O)(=O)NC(=S)NC2CCCCC2)cc1	-45	-6	-1	-18	0	-5	18	-1	-1.7	-9	-4
O=C(CSc1ccccc1)NCCc1ccccc1	-6	3	5	-45	-48	9	-35	-6	-0.2	-8	-17
C[C@H]1CNC(=O)c2c(C(=O)N[C@@H](Cc3c[nH]c4ccccc34)C(=O)OC(C)(C)C)ncn21	12	-16	5	3	-13	4	-9	2	2.8	7	-9

Three compounds out of the list, ordered by heavy-atom count, rising.
SMILES	NCOA2 inhibitor	NOD2 RIPK2 PPI	MC4R antag cAMP	NCOA1 inh	LRH-1 inv ag	ABHD5-PLIN5 inh	NCOA3 inh	TLR9-MyD88 block	MC4R ag barr	NR2F2 inh	LMP1 NFkB inh
CC(=O)c1cccc(NC(=O)c2ccc(-c3ccccc3[N+](=O)[O-])o2)c1	-69	2	7	-90	-33	6	-74	2	-0.3	-44	-39
CC1CCN(CCCNC(=O)c2ccc3c(=O)n(CCc4ccccc4)c(=O)[nH]c3c2)CC1	-61	7	2	1	-17	-3	-10	3	-0.4	-18	-19
COc1ccc(C(=O)OCC(=O)Nc2cccc(S(=O)(=O)NC3=NCCCCC3)c2)cc1[N+](=O)[O-]	-10	-11	8	-8	2	-1	8	-12	0.5	-10	6

Other results follow.
SMILES	NCOA2 inhibitor	NOD2 RIPK2 PPI	MC4R antag cAMP	NCOA1 inh	LRH-1 inv ag	ABHD5-PLIN5 inh	NCOA3 inh	TLR9-MyD88 block	MC4R ag barr	NR2F2 inh	LMP1 NFkB inh
CC1CCc2ccccc2N1C(N)=Nc1ccccc1 (stereo not given)	3	-10	10	5	9	1	14	0	-0.8	-8	-1
Cc1csc(N(C(=O)c2cccc(S(=O)(=O)N3CCCC3)c2)c2ccccc2)n1	-12	-2	7	-14	-3	0	20	8	-2.4	5	-5
CCOC(=O)N1CCN(Cc2nc(CC3CC3)no2)CC1	-44	-11	5	-20	-48	-7	-2	-1	-1.4	-13	9
O=C(O)CSc1c(-c2cccs2)[nH]c2ccccc12	-13	1	21	-2	22	-8	8	-6	0.5	13	5
COc1ccc(NC(=O)CSc2nncc3ccccc23)cc1	-6	-10	23	2	-1	5	5	-4	-2.3	21	5
Cc1cccc(OCc2nnc(SCC(=O)O)n2-c2ccccc2)c1	-12	11	18	-31	-8	-1	11	8	-1.5	8	-2

An excerpt (hit frequency here may not be typical).
